ERG-DNA inh – qHTS for Small Molecule Inhibitors of the ERG Ets/DNA interaction; AID 624246, 2012; Potency, µM (doses to about 76.9 µM), for inactives: top-dose FP activity, negative = inhibition, usual class: inhibitors; Transcriptional regulator ERG (Homo sapiens), P11308; fluorescence polarization, His-ERG Ets domain / labelled DNA; 370,000 compounds, 0.028% hits; active = well fitted inhibition curve with a large enough effect in the polarisation, with a control signal flat; inconclusive = small, poorly fitted or top-dose-only effect, or effect the other way, or a change in a side signal; inactive = no such curve, though single readings can be large or run the other way; the % refers to the polarisation;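 note: polarization taken with two DNA probes labelled with fluorescein and Texas red; potency is the fitted concentration of half-maximal effect; % of control where 0% means no effect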
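His-tagged ERG Ets domain (1 uM in the protein solution; 300mM KCl, 50mM Tris-HCl, 1mM EDTA, 1mM DTT, pH 7.5) received compound, then a probe mix of 5 nM fluorescein-DNA and 100nM Texas-615-DNA. Fluorescence polarization was read for both dyes.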
GLS inh – qHTS for Inhibitors of Glutaminase (GLS); Potency, µM (titrated, usually from 45.5 µM), for the others: at the highest dose activity change, negative = inhibition, most hits filed as inhibitors; GLS enzymatic activity, qHTS titration; 410,000 compounds, 0.21% hits; Glutaminase kidney isoform, mitochondrial (Homo sapiens), O94925; note: potency is the fitted concentration of half-maximal effect; % is set by controls: 0 for no effect and ±100 for the full control effect
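Coupled fluorescence readout: glutamate oxidase/HRP/Amplex Red detect glutamate formed by hKGA from L-glutamine (1 mM solution added). Buffer 45 mM KH2PO4 pH 8.2, 0.02% Tween-20; reads at t0 and 30 min RT.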
Pin1 inh – qHTS Assay to Find Inhibitors of Pin1 | AID 504891, 2011 | Potency, µM (highest dose often 115 µM), for inactives: at the highest dose activity, negative = inhibition, most hits filed as inhibitors | Pin1 FP peptide displacement, HiFluor488, 10 min | 390,000 compounds, 0.009% hits | Peptidyl-prolyl cis-trans isomerase NIMA-interacting 1 (Homo sapiens), Q13526; active = well fitted inhibition curve with a large enough effect in the polarisation, with a control signal flat, not every such curve was filed as active; inconclusive = small, poorly fitted or top-dose-only effect, or effect the other way, or a change in a side signal; inactive = no such curve, though single readings can be large or run the other way; the % refers to the polarisation; note: potency is the fitted concentration of half-maximal effect; % is set by controls: 0 for no effect and ±100 for the full control effect
HP1b binding inh – HTS for Inhibitors of HP1-beta Chromodomain Interactions with Methylated Histone Tails; Chromobox protein homolog 1 (Homo sapiens), P83916; AlphaScreen HP1-beta / biotin-H3K9me3 peptide binding; Potency, µM (series often up to 114 µM), for the others: at the top dose activity change, negative = inhibition, actives largely listed as inhibitors; 390,000 compounds, 0.56% hits; note: potency is the fitted concentration of half-maximal effect; nearly all actives have a fitted effect of over 70% in size; inactives centre near 23
Target sequence (P83916 whole entry, looked up): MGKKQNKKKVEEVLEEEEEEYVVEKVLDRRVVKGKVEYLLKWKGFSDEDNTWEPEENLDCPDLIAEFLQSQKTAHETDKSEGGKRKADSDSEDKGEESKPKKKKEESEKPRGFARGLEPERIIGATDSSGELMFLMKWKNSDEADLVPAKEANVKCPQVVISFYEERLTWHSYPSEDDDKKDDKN
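AlphaScreen: HP1-beta (50 nM) preformed 30 min with biotin-H3(1-18)K9me3 peptide (50 nM) in PBS pH 7.4, 0.01% Tween-20. Compound added for 30 min at RT, then streptavidin donor/nickel chelate acceptor beads (10 ug/mL) for 30 min.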
G9a block – qHTS Assay for Inhibitors of Histone Lysine Methyltransferase G9a. Histone-lysine N-methyltransferase EHMT2 (Homo sapiens), Q96KQ7. G9a H3K9 monomethylation, AlphaScreen, 2 h. Potency, µM (doses to about 102 µM), for the others: at the highest dose activity, negative = inhibition, actives largely listed as inhibitors. 350,000 compounds, 8.8% hits. AID 504332, 2011; note: potency is the fitted concentration of half-maximal effect; % is set by controls: 0 for no effect and ±100 for the full control effect; nearly all actives have a fitted effect of over 75% in size
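Step 1: enzyme (final 20 nM) with compound, 15 min RT. Step 2: substrate peptide 500 nM and SAM 20 uM, 2 h RT. Step 3: anti-H3K9me1 antibody and AlphaScreen beads, 10 min, then plate read.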
JMJD2A Tudor – qHTS Assay for Inhibitors of JMJD2A-Tudor Domain; AlphaScreen JMJD2A-Tudor / H3K4me3 peptide binding; Potency, µM (doses to about 114 µM), for the others: top-dose activity change, negative = inhibition, usual class: inhibitors; 390,000 compounds, 4.4% hits; AID 504339, 2011; note: potency is the fitted concentration of half-maximal effect; % is set by controls: 0 for no effect and ±100 for the full control effect; nearly all actives have a fitted effect of over 50% in size
Tb PGK inh – qHTS Assay to Find Inhibitors of Phosphoglycerate Kinase. Phosphoglycerate kinase, glycosomal (Trypanosoma brucei brucei), P07378. PGK/GAPDH coupled, Kinase-Glo luminescence, 60 min. Potency, µM (doses to about 57.5 µM), without a hit: top-dose activity change, negative = inhibition, most hits filed as inhibitors. 380,000 compounds, 0.043% hits. AID 602233, 2012; note: potency is the fitted concentration of half-maximal effect; % is set by controls: 0 for no effect and ±100 for the full control effect; nearly all actives have a fitted effect of over 60% in size
Target sequence (P07378 whole entry, looked up): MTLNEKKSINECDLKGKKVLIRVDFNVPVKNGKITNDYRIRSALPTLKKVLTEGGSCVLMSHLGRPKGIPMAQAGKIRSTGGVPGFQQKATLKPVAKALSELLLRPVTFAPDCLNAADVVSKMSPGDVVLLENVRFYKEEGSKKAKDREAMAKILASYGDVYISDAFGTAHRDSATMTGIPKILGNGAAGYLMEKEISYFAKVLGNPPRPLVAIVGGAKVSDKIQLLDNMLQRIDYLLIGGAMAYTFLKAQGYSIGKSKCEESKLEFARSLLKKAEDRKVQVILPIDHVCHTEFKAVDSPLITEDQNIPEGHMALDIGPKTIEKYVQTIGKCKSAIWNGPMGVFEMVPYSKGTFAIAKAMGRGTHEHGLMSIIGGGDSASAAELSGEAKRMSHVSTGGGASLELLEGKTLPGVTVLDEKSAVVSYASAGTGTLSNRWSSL
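Luminescent ATP detection (Kinase-Glo Plus) follows a 60-minute room-temperature incubation, with wells lacking PGK as controls. Buffer: 100 mM TEA (pH 7.6), 5 mM MgCl2, 0.01% Tween-20. Coupling enzyme GAPDH (100 nM final) supplies unstable 1,3-BPG in-well.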
PI4K2A inh – qHTS for small molecular inhibitors of PI4K2A | purified PI4K2A, ADP-Glo luminescence, 1 h; active compounds read low | activity change, negative = inhibition, % at 76.9 µM | 420,000 compounds, 0.13% hits | Phosphatidylinositol 4-kinase type 2-alpha (Homo sapiens), Q9BTU6 | AID 1346378, 2018; in the data active = activity change below about -50%; inconclusive = mostly about -30% to -49%;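 note: -100% = wells without enzyme as full effect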
Target sequence (Q9BTU6 whole entry, looked up): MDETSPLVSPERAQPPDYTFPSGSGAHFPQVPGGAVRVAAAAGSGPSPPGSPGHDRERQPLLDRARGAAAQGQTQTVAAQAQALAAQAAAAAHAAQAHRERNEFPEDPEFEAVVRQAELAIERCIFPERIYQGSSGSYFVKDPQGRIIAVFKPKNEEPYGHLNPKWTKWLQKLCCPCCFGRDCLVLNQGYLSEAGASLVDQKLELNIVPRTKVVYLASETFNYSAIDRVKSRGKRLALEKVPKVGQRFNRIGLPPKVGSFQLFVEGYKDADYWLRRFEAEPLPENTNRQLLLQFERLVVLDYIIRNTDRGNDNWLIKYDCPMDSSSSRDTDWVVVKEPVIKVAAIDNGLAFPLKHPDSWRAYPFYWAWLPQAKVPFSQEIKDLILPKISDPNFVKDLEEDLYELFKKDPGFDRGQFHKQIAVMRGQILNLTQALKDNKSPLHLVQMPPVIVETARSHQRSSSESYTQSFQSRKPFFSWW
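ADP-Glo luminescence measured ADP generated by PI4K2A enzyme (4 ug/mL before mixing) with 1.2 mM PI substrate (pre-mix) and 300 microM ATP (pre-mix). Tris pH7.5 buffer with MgCl2, Triton X-100; 1 h reaction at ambient temperature.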
BAZ2B block – qHTS Assay for Inhibitors of BAZ2B. Bromodomain adjacent to zinc finger domain protein 2B (Homo sapiens), Q9UIF8. AlphaScreen BAZ2B-H3K14Ac peptide displacement. Potency, µM (highest dose often 114 µM), without a hit: top-dose activity change, negative = inhibition, hits mostly inhibitors. 360,000 compounds, 4.4% hits. AID 504333, 2011; note: potency is the fitted concentration of half-maximal effect; % is set by controls: 0 for no effect and ±100 for the full control effect; nearly all actives have a fitted effect of over 60% in size
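AlphaScreen displacement: compounds (up to 110uM) incubated 30 min at room temperature with a preformed 50 nM BAZ2B/50 nM biotinylated H3K14Ac peptide complex in PBS pH 7.4 with Tween-20. Donor and acceptor beads at 10 ug/mL final added, 20 min light-protected before reading.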
* hit, by the source's call; i = inactive; ? = inconclusive; · = no result given; [ ] = dose if it differs, or a comment. Unless noted, calls come from the whole dose curve; as a rule, active = well fitted curve in the direction sought with a large enough effect; inconclusive = small, poorly fitted or top-dose-only effect, or another doubt; inactive = no such curve, though single readings can be large; an effect the other way counts as inactive or inconclusive. Compounds as they come. Share with any hit: about 11%.

SMILES	ERG-DNA inh	GLS inh	Pin1 inh	HP1b binding inh	G9a block	JMJD2A Tudor	Tb PGK inh	PI4K2A inh	BAZ2B block
CC(Sc1nnnn1-c1cccc(F)c1)C(=O)NC1CCCC1 (centres undefined)	1%	2%	-6%	13%	-5%[12.7 µM]	-13%	i	-3	5%
CCCCCCOc1ccc(-c2ccc(C#N)cn2)cc1	5%	?	-5%	126%[activator]	56%[activator][59 µM]	63%[activator]	-2%	8	73%[activator]
CCCCN(C(=O)c1ccc(C)c(S(=O)(=O)N2CCOCC2)c1)c1c(N)n(CCCC)c(=O)[nH]c1=O	·	-1%	-9%	33%	0%	-10%	i	-3	12%
CCCCN(CCCC)Cc1cc2ccccc2c2c1COC2	-6%	2%	-12%	84%[activator]	2%[12.7 µM]	30%	-6%	-81*	2%
CCOC(=O)[C@H]1[C@H]2COc3ccccc3[C@@H]2N2C(=O)c3cc(Br)ccc3NC(=O)[C@@]12C	-16%	-1%	17%	45%	-13%[2.33 µM]	-22%	-2%	-5	-1%
Cc1cc(C)cc(NS(=O)(=O)c2ccc3[nH]cc(C(=O)N4CCCC4)c(=O)c3c2)c1	0%	-3%	1%	2%	-30%[59 µM]	-24%	-4%	2	·
COc1ccc(N2CCN(CCOc3ccc4c(C)cc(=O)oc4c3)CC2)cc1	4%	11%	-6%	-14%	16%[59 µM]	-19%	10%	10	-29%
Cc1cccc(OCc2ccc(-c3nc(C#N)c(N4CCN(c5ccccc5)CC4)o3)o2)c1	1%	-14%	0%	12%	-42%[59 µM]	-35%	i	2	-38%
COc1ccc2oc(C(=O)OCC(=O)NCc3ccco3)c(C)c2c1	4%	-9%	2%	-24%	4%[0.501 µM]	-22%	-4%	1	1%
Cc1cc2nc(SCC(=O)Nc3ccccc3C(=O)O)[nH]c2cc1C	0%	-9%	1%	25%	?	-9%	4%	1	-7%
COc1ccccc1N1CCN(C(=O)c2ccc3[nH]c4c(c3c2)CCCC4)CC1	7%	8%	-3%	?	?	50µM*	-9%	-2	45µM*
O=C(Nc1ccc(C(F)(F)F)cc1)c1cc(S(=O)(=O)NC2CCCCCC2)ccc1F	-2%	-6%	-1%	8%	7%[59 µM]	-23%	-2%	0	3%
CCN(C(=O)c1cc2c(=O)[nH]c3ccc(C)cc3c2s1)c1ccccc1C	-15%	2%	4%	-1%	9%	1%	0%	7	3%
O=C1CSC2(N1)C1CC3CC(C1)CC2C3 (centres undefined)	5%	2%	1%	0%	15%[59 µM]	-1%	-2%	-4	-6%
COc1ccc(NC(=O)c2ccc([N+](=O)[O-])o2)cc1	-5%	-2%	-3%	20%	?	-10%	-6%	-1	-5%
O=C(N/N=C/c1ccncc1)NC12CC3CC(CC(C3)C1)C2	-15%	2%	2%	12%	?	-24%	-6%	0	-18%
CCOC(=O)Cc1cnc(N)s1	1%	0%	-5%	38%	-10%	-4%	-1%	-10	22%
Cc1ccc(-c2ccc(=O)n(CCC(=O)NCCN3CCCCC3C)n2)cc1 (centres undefined)	7%	12%	-3%	16%	13%[59 µM]	-17%	i	7	5%
CC(=O)NS(=O)(=O)c1ccc(Nc2ccc([N+](=O)[O-])c3nonc23)cc1	33%[activator]	0%	?	-5%	-14%[59 µM]	-2%	-12%	-11	50µM*
CC(=O)OCCCN1c2ccccc2Nc2nnc(-c3ccccc3)cc21	-8%	0%	0%	46%[activator]	24%	-5%	3%	-4	-4%
CCOC(=O)c1ccc(S(=O)(=O)N2CCN(C(=O)c3ccccn3)CC2)cc1	-8%	1%	0%	22%	·	-5%	-12%	-4	·
CC(=O)N1c2ccc(S(=O)(=O)NCCC(=O)N3CCCC(C)C3)cc2CC1C (centres undefined)	-1%	2%	-8%	24%	9%[59 µM]	?	-8%	-5	-2%
C#CCOCCOCCOCCNc1nc(N2CCN(C(=O)C([C@@H](C)CC)n3cc(C(N)Cc4ccc(O)cc4)nn3)CC2)nc(N2CCN(C(=O)[C@H](CCC(=O)O)n3cc(C(N)CO)nn3)CC2)n1 (some centres undefined)	-2%	26%	5%	22%	?	56µM*	-7%	0	50µM*
O=C(NNC(=S)NCc1ccco1)c1ccccc1Br	-13%	-6%	-7%	42%[activator]	55%[activator]	-9%	-4%	5	2%
O=C(NCCNCc1cccc(Cl)c1)c1ccco1	-9%	3%	?	3%[57 µM]	·	-31%	-22%	3	·
Fc1ccc(Br)cc1SCCc1ccncc1	3%	?	-12%	59%[activator]	10%[0.501 µM]	18%	-2%	8	-5%
Cc1ccc(S(=O)(=O)N2CCCC(C(=O)Nc3cccnc3)C2)cc1 (centres undefined)	0%	·	-2%	8%	7%[59 µM]	1%	-7%	-1	4%
Cc1cc(C(=O)COC(=O)c2cnccn2)c(C)n1-c1ccc(Br)cc1	-12%	-1%	?	7%[57 µM]	·	-30%	-3%	1	·
CCc1ccc(NC(=O)CSC2=C(C#N)C(c3ccco3)C3=C(CCCC3=O)N2)cc1 (centres undefined)	-6%	-8%	3%	18%	?	-27%	i	-21	?
Cc1c(Cl)c(=O)oc2cc(OCC(=O)N3CCCC(C)C3)ccc12 (centres undefined)	14%	1%	-2%	33%	·	-12%	i	-3	·
COC(=O)c1c(C)[nH]c(C(=O)CC#N)c1C	38%[activator]	-4%	?	39%	3%	-8%	-19%	-5	?
CCn1ccnc1C(O)(c1ccccc1)c1ccccc1	-8%	6%	4%	23%	24%[0.501 µM]	-11%	-4%	0	2%
COC(C(=O)C(O)C(C)O)C1Cc2cc3cc(OC4CC(OC5CC(O)C(O)C(C)O5)C(O)C(C)O4)c(C)c(O)c3c(O)c2C(=O)C1OC1CC(OC2CC(OC3CC(O)C(OC)C(C)O3)C(O)C(C)O2)C(O)C(C)O1 (centres undefined)	·	2%	?	23%	·	?	-10%	-6	·
CC[C@]12c3[nH]c4cc(CCC(=O)N(C)C)ccc4c3CCN1C(=O)[C@@H](CC(=O)NCCC1=CCCCC1)C[C@@H]2C(=O)N1CCN(C(=O)C2CC2)CC1	16%	-7%	-5%	50%[activator]	·	-10%	-3%	4	·
COc1ccc(CCNC(=O)C2CCN(S(C)(=O)=O)CC2)cc1OC	-1%	-2%	-3%	20%	8%[59 µM]	-14%	·	2	4%
CC(=O)c1c(C)nc2nonc2c1N	-3%	7%	-6%	31%[activator]	-24%	-8%	-6%	0	-6%
CC[C@]12c3[nH]c4ccc(Cl)cc4c3CCN1C(=O)[C@@H](CC(=O)NCc1ccco1)C[C@@H]2C(=O)N1CCN(C(=O)C2CC2)CC1	2%	7%	1%	18%	·	-24%	-6%	-2	·
COc1ccccc1CNC(=O)C(C)NS(=O)(=O)c1ccc(Br)cc1 (centres undefined)	-16%	1%	0%	34%	2%[59 µM]	-11%	-5%	4	-1%
CN1C(=O)CC(NNC(=O)c2ccc(Cl)cc2)C1=O (centres undefined)	-2%	·	-1%	8%	34%	-9%	-3%	2	2%
Cc1csc(SCC(=O)Nc2cc(S(=O)(=O)N(C)C)ccc2C)n1	7%	2%	-10%	1%	?	-11%	-7%	-7	6%
O=C1CN(C(=O)CSc2nc(-c3ccccc3)cs2)c2ccccc2N1	2%	0%	4%	18%	16%[59 µM]	-7%	-9%	-5	-8%
COc1ccc(NC(=O)CC2C(=O)N(c3ccc(OC)cc3)C(=S)N2NC(=O)c2cccc(F)c2)cc1 (centres undefined)	-2%	-13%	10%	3%	-5%[59 µM]	-7%	-1%	6	3%
Cc1ccccc1NC(=O)CN1C(=O)c2cccnc2Oc2ccc(Cl)cc21	17%	-3%	?	23%	0%	-13%	-4%	-5	?
CCC(=O)N1CCN(c2ccc(NC(=O)c3cc4ccccc4o3)cc2)CC1	0%	33%[activator]	2%	-3%	?	-28%	1%	2	-7%
COc1ccc(Oc2nc(-c3ccccc3)ncc2C(=O)O)cc1	-1%[15.4 µM]	33%[activator]	-2%	46%[activator]	-4%	-5%	8%	-2	-4%
COc1cc(C)c(Cl)cc1S(=O)(=O)n1cnc(C)c1	·	23%	42%[activator]	14%	?	-12%	-4%	-3	1%
COc1ccccc1N1CCN(C(=O)c2ccc(S(=O)(=O)N3CCCC3)cc2)CC1	-13%	-1%	3%	40%[activator]	12%[12.7 µM]	-15%	-8%	-4	4%
CCCCCC(=O)Nc1ccc(-c2nnc3n2CCCCC3)cc1	2%	-2%	-5%	34%	·	-3%	4%	0	-10%
O=C1N=C(N2CCCCC2)S/C1=C\c1ccncc1	7%	-5%	-5%	24%	0%	-9%	-9%	-4	0%
